Assay outcomes from PubChem.
NTR1 agonist – NTR1-driven beta-arrestin-GFP spot formation – imaging, U2OS cells, high content, primary screen (AID 493036); actives 0.17% (n = 330,000); P30989; agonist mode; activation, % at 20 µM;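 active = activation at or above 40% of the spot to cytoplasm intensity ratio, with at least 20 cells analyzed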;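 also: 0% = DMSO without peptide and 100% = 100 nM NTR1 peptide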
Target sequence (P30989 whole entry, looked up): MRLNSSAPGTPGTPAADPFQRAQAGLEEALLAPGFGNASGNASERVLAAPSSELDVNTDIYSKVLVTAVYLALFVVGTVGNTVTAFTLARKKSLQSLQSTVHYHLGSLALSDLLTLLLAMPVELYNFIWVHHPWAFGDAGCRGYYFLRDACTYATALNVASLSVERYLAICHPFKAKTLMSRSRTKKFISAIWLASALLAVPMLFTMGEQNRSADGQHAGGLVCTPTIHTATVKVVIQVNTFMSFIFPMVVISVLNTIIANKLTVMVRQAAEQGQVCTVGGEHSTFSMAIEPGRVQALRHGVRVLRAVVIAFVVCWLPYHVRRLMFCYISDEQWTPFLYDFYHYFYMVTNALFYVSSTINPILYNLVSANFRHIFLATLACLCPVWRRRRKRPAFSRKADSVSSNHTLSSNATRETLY
RSV antiviral HEp-2 – RSV antiviral activity via CPE protection, HEp-2 cells, primary 10 µM value included (AID 2391) | HEp-2 cells, RSV-induced CPE inhibition; higher % means a stronger effect | CPE inhibition, % at 10 µM; hits with a dose series show IC50 in µM | actives 0.13% (n = 310,000); in the data active = a potency from the dose series; also: strong numbers were not always called active
T cell modulator – modulates CD8 T cell binding to vesicles; calls only at 7 µM; AID 2052; actives 0.068% (n = 330,000); 2C CD8+ T cell-vesicle binding, flow cytometry; stronger effect = lower value;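 active = response, share of CD8 T cells binding vesicles, and their 90th percentile fluorescence all below set limits, cut at about 80% in these data, passing the limit was not always enough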
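Also added: QL9-peptide-loaded Drosophila micro-vesicles bearing Ld, ICAM-1 and B7-1; Test system: purified 2C TCR transgenic mouse naive CD8+ T cells; Measured by: cytometric PE anti-B7-1 and Alexa647 anti-CD8 signals after 1% paraformaldehyde fixation; Timing: binding step 1.5 h, 37 °C, antibody labelling 20 min, ice.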
Rac1 GTP hydrolysis – MgcRacGAP GTPase-activating activity inhibitors, confirmation, biochemical, ADP Hunter fluorescence | MgcRacGAP-stimulated Rac1 GTP hydrolysis, ADP Hunter fluorescence; higher % means a stronger effect; GST-tagged Rac1 F28L mutant substrate | one-dose inhibition, % at 30 µM; IC50 in µM for titrated hits | actives 0.6% (n = 340,000) | AID 624330;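 active = first-screen hits whose inhibition reached a set limit at any dose in the follow-up dose series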;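 also: fluorescence reports GDP produced by GAP-driven GTP hydrolysis; strong numbers were not always called active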
Myeloid diff 2 – promotes myeloid progenitor differentiation. calls only at 10 µM. actives 1% (n = 360,000). ER-HoxA9 myeloid progenitors, lysozyme-GFP differentiation, flow cytometry;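 active = normalized GFP-positive differentiation at or above the plate's own cutoff, the solvent-only control mean plus 3 SD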;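 also: cells exposed to compound for four days before flow analysis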
SV40 large T antigen – SV40 large T antigen inhibitors, biochemical (AID 1903); SV40 large T antigen ATPase/helicase inhibition assay; higher % means a stronger effect; one-dose inhibition, % at 20 µM; IC50 in µM for titrated hits; actives 0.39% (n = 310,000); in the data active = a potency from the dose series; also: strong numbers were not always called active
TNAP activation fold – human TNAP enzyme activators, primary screen, biochemical, luminescent, no phosphate acceptor, uHTS (AID 1001); purified TNAP, luminescent activation assay, no phosphate acceptor; higher activation fold means a stronger effect; activation fold at 20 µM, or EC50 in µM where a hit was titrated; actives 0.03% (n = 200,000); in the data active = activation fold from about 3, or a potency from the dose series; inactive = the rest, 99 in 100 with activation fold below about 1.6; also: many of its hits are not listed in these tables
K1F lysis inhibition – protection from phage-mediated lysis, alamar blue read-out – E. coli UTI89, K1F phage, bacterial capsule biogenesis inhibitors (AID 488966) | E. coli UTI89 K1F phage lysis, alamar blue, 2 h; higher % means a stronger effect | actives 0.02% (n = 340,000) | inhibition, % at 100 µM; hits with a dose series show IC50 in µM;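 active = phage lysis inhibition, versus mean bacterial control, above a set limit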;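 also: capsule biogenesis inhibitors block K1F phage lysis so surviving cells raise fluorescence; higher fluorescence means more inhibition of phage lysis; actives were called in the ten point dose series up to 300 µM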
PhoP inhibition – PhoP-dependent GFP reporter repression – Salmonella Typhimurium, primary screen (AID 1863). S. Typhimurium PhoP-regulated promoter GFP reporter, 4 h; higher % means a stronger effect. one-dose inhibition, % at 50 µM; IC50 in µM for titrated hits. actives 0.16% (n = 300,000);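 active = inhibition over 29.93%, a cutoff 3 SD above the screen mean, later confirmed by dose response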;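 also: 0% = low Mg2+ inducing control and 100% = high Mg2+ repressing control; strong numbers were not always called active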
T cell modulator vesicle-bound % – second read-out of T cell modulator, no call of its own (marks repeat the call); double positive events, %; measured here: CD8+ vesicle-bound cell fraction;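 binding gate set so that unloaded-vesicle control wells show 10% double positive cells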
NTR1 agonist cell count 20 µM – recorded beside NTR1 agonist, whose call it bears; cell count; measured here: cell count, cytotoxicity flag
Myeloid diff 2 GFP+ MAC1+ % – also measured in Myeloid diff 2; calls as there; GFP+ MAC1+ double positive, %; measured here: differentiation confirmed by MAC1 staining
Starred values were filed as active, the others as inactive; i = inactive; x = not tested or not shown; [ ] = dose if it differs, or a comment.

Results follow in this order: PhoP inhibition	RSV antiviral HEp-2	Rac1 GTP hydrolysis	Myeloid diff 2	K1F lysis inhibition	T cell modulator vesicle-bound %	T cell modulator	NTR1 agonist	NTR1 agonist cell count 20 µM	TNAP activation fold	Myeloid diff 2 GFP+ MAC1+ %	SV40 large T antigen
#1 c1ccc(CNc2c3c(nc4ncnn24)CCC3)cc1
  -4%	17%	10%	i	0.4%	20	i	-2.0	70	x	0.5	16%
#2 CCc1cc(=O)oc2c(C)c(OCC(=O)N3CCC[C@@H]3C(=O)O)ccc12
  -3%	2.1%	3%	i	0.2%	19	i	0.0	74	x	1.7	18%
#3 O=C1CN(C(=O)c2ccccc2C(=O)O)c2ccccc2N1
  2%	1.1%	11%	i	0.2%	67	i	-1.3	67	x	0.3	4%
#4 c1n[nH]c(NC2=NCCC2)n1
  -3%	1.6%	-6%	i	0.2%	38	i	1.4	83	2.1	0.7	2%
#5 CCn1cc(C(=O)NCc2ccccc2Cl)cn1
  8%	1.2%	-5%	i	-1.8%	55	i	1.4	50	1.1	0.8	3%
#6 CC(OC(=O)c1ccc(Cl)c(S(=O)(=O)Nc2ccc(F)cc2)c1)C(=O)NC(N)=O (centres undefined)
  -6%	1.4%	6%	i	-0.1%	27	i	0.3	49	x	0.5	18%
#7 O=C(c1cc(F)ccc1F)C1CCCN(C(=O)c2cccs2)C1 (centres undefined)
  -1%	3.0%	7%	i	1.0%	47	i	2.7	54	1.1	0.3	3%
#8 CCN(C(=O)c1ccc(Cl)cc1[N+](=O)[O-])c1ccccc1C
  -6%	-2.9%	4%	x	-0.6%	45	i	-0.1	39	1.1	x	2%
#9 NC(=O)C1CCN(C(c2ccccc2Cl)c2nnnn2CC2CCCO2)CC1 (centres undefined)
  -4%	1.2%	4%	i	0.8%	51	i	0.3	60	1.2	0.9	2%
#10 O=C(CNC(=O)N1CC(=O)Nc2ccccc21)NCCc1cccc(F)c1
  -7%	0.4%	2%	i	0.4%	18	i	-0.7	56	x	7.7	1%
#11 COc1ccc(CCNC(=O)CCC(=O)n2ncc3ccc(Cl)cc32)cc1OC
  x	0.8%	2%	i	10%	31	i	-2.5	54	x	2.5	16%
#12 C=CC[C@H](CC(=O)NCCO)C(=O)NC[C@@H](OC(=O)[C@H](CC=C)CC(=O)OC(C)(C)C)c1ccccc1
  x	x	2%	i	0.5%	11	i	2.4	67	x	0.6	x
#13 CN(c1ccccc1C(=O)O)S(=O)(=O)c1ccc2[nH]c(=O)[nH]c2c1
  3%	0.3%	10%	i	1.1%[50 µM]	16	i	0.2	69	x	0.5	2%
#14 COC(=O)c1cc(-c2ccc(NC(C)=O)cc2)nc2ccccc12
  -4%	11%	11%	i	0.1%	59	i	3.7	76	1	0.3	10%
#15 Cn1c(=O)[nH]c(=O)c2c1nc(N/N=C/C(Br)=C/c1ccccc1)n2CCO
  -10%	x	14%	i	0.4%	39	i	1.2	47	x	0.1	17%
#16 N#CC1=C(Nc2ccccc2Cl)SC(c2ccccc2O)NC1=O (centres undefined)
  -4%	0.1%	129µM*	i	-0.1%	40	i	0.9	101	x	1.2	-9%
#17 O=C(Nc1ccc(F)cc1)C(c1ccccc1)N1CCN(CC(=O)N2CCCC2)CC1 (centres undefined)
  x	0.4%	6%	i	0.6%[50 µM]	38	i	0.0	50	x	1.7	x
#18 CC(C)N1CCC(N2CCN(CCCc3ccccc3)CC2CCO)CC1 (centres undefined)
  x	-2.2%	-1%	i	-0.5%	63	i	0.0	44	1.1	0.6	x
#19 COC(=O)c1nn(-c2ccccc2)c(Sc2ccccc2)c1/C=N/O
  14%	3.5%	11%	i	0.1%	45	i	0.5	59	1.1	0.9	7%
#20 CCOC(=O)C1(Cc2cccc(F)c2)CCN(C(=O)c2ccoc2C)CC1
  12%	0.8%	0%	i	0.4%	27	i	-0.3	46	1.1	0.5	-2%
#21 O=C(N/N=C/c1cccc(C(F)(F)F)c1)c1ccc(O)cc1
  3%	3.3%	6%	i	0.3%	34	i	0.9	32	1	0.6	7%
#22 O=C(NCC1CCCO1)C1CCN(c2ccc(S(=O)(=O)N3CCCC3)cc2)CC1 (centres undefined)
  -13%	1.1%	8%	i	2.4%	58	i	2.5	70	1.1	6.9	11%
#23 COc1cc(C2Nc3ccccc3C(=O)N2c2ccc3c(c2)OCCO3)ccc1OCC(C)C (centres undefined)
  3%	1.1%	1%	i	0.2%	47	i	-0.6	38	1.1	1.4	0%
#24 CC1(C)CC(=O)c2c(-c3cccs3)n[nH]c2C1
  6%	-0.8%	2%	i	-0.8%	8	i	1.8	95	0.1	1.9	-2%
#25 CCCN(CCC)CCCNC(=O)c1cn(C)c2ccc(S(=O)(=O)N(C)C3CCCCC3)cc2c1=O
  7%	-2.0%	9%	i	-0.3%	60	i	2.6	63	x	1.2	7%
#26 Clc1nc2nc3n(c2nc1Cl)CCC3
  -3%	1.0%	7%	i	-0.1%	36	i	-1.3	37	x	0.4	5%
#27 CN(c1ccccc1)S(=O)(=O)c1cccc(NC(=O)CN2CCc3ccccc3C2)c1
  1%	39%	0%	i	0.3%	41	i	0.2	54	1.1	0.5	8%
#28 COC(=O)c1ccccc1N1C(=O)[C@@H]2C(c3ccc(Br)cc3)=NO[C@@H]2C1=O
  -10%	0.5%	5%	i	0.0%	2	i	1.2	43	1	0.7	2%
#29 Cc1ccc2oc(=O)n(CCOc3ccccc3C)c2c1
  4%	-1.1%	0%	i	-0.4%	31	i	6.5	75	1	1.6	19%
#30 CCOc1ncccc1C(=O)OCC(=O)Nc1cc(S(=O)(=O)N(CC)CC)ccc1C
  -4%	1.0%	4%	i	-0.7%	26	i	0.6	62	1	0.2	7%

Shown with bars between the fields: entries from further up
# | compound | PhoP inhibition | RSV antiviral HEp-2 | Rac1 GTP hydrolysis | Myeloid diff 2 | K1F lysis inhibition | T cell modulator vesicle-bound % | T cell modulator | NTR1 agonist | NTR1 agonist cell count 20 µM | TNAP activation fold | Myeloid diff 2 GFP+ MAC1+ % | SV40 large T antigen
18 | CC(C)N1CCC(N2CCN(CCCc3ccccc3)CC2CCO)CC1 (centres undefined) | x | -2.2% | -1% | i | -0.5% | 63 | i | 0.0 | 44 | 1.1 | 0.6 | x
19 | COC(=O)c1nn(-c2ccccc2)c(Sc2ccccc2)c1/C=N/O | 14% | 3.5% | 11% | i | 0.1% | 45 | i | 0.5 | 59 | 1.1 | 0.9 | 7%
20 | CCOC(=O)C1(Cc2cccc(F)c2)CCN(C(=O)c2ccoc2C)CC1 | 12% | 0.8% | 0% | i | 0.4% | 27 | i | -0.3 | 46 | 1.1 | 0.5 | -2%
21 | O=C(N/N=C/c1cccc(C(F)(F)F)c1)c1ccc(O)cc1 | 3% | 3.3% | 6% | i | 0.3% | 34 | i | 0.9 | 32 | 1 | 0.6 | 7%
22 | O=C(NCC1CCCO1)C1CCN(c2ccc(S(=O)(=O)N3CCCC3)cc2)CC1 (centres undefined) | -13% | 1.1% | 8% | i | 2.4% | 58 | i | 2.5 | 70 | 1.1 | 6.9 | 11%
23 | COc1cc(C2Nc3ccccc3C(=O)N2c2ccc3c(c2)OCCO3)ccc1OCC(C)C (centres undefined) | 3% | 1.1% | 1% | i | 0.2% | 47 | i | -0.6 | 38 | 1.1 | 1.4 | 0%

Further records:
Results follow in this order: PhoP inhibition	RSV antiviral HEp-2	Rac1 GTP hydrolysis	Myeloid diff 2	K1F lysis inhibition	T cell modulator vesicle-bound %	T cell modulator	NTR1 agonist	NTR1 agonist cell count 20 µM	TNAP activation fold	Myeloid diff 2 GFP+ MAC1+ %	SV40 large T antigen
#31 CCOC(=O)N1CCN(C(=O)C(NC(=O)c2ccco2)C(C)C)CC1 (centres undefined)
  11%	0.5%	4%	i	0.7%	43	i	-0.4	59	x	0.4	4%
#32 O=C1NC(c2cccc([N+](=O)[O-])c2)Oc2ccccc21 (centres undefined)
  -1%	1.0%	-8%	i	-0.2%	51	i	-0.6	28	1	0.3	7%
#33 C/C(=N\NC(=O)c1ccc(N2CCCC2=O)cc1)c1ccncc1
  -3%	0.3%	13%	i	0.1%	59	i	1.9	60	x	0.4	10%
#34 CC(=O)Cc1cc(=O)c2c(C)cc(O)c(C3OC(CO)C(O)C(O)C3O)c2o1 (centres undefined)
  2%	2.0%	-1%	i	6.0%	48	i	3.0	105	x	5.9	6%
#35 Cc1cccc(N=[N+]([O-])c2cccc(C)n2)n1
  x	x	9%	i	0.2%	x	x	1.3	58	x	3.3	x
#36 CN/C(=C\[N+](=O)[O-])NCCSCc1csc(CN(C)C)n1
  -8%	1.4%	-2%	i	12%	24	i	2.0	62	x	1.1	2%
#37 CCOc1ccccc1N1CCN(CC(=O)Nc2ccnn2C2CCCC2)CC1
  x	0.3%	5%	i	1.5%[50 µM]	4	i	2.6	58	x	1.4	x
#38 Cc1ccc(S(=O)(=O)N[C@H](C(=O)N2CCC3(O)CCCCC3C2)c2ccccc2)cc1 (some centres undefined)
  3%	-1.1%	9%	i	0.9%	31	i	-1.3	42	1	0.9	2%
#39 Cc1ccc(C(=O)CCC(=O)OCC(=O)N2c3ccccc3NC(=O)C2(C)C)cc1
  x	x	10%	i	1.0%[50 µM]	x	x	1.2	71	x	0.7	x
#40 O=C(CSc1nc2ccccc2[nH]1)Nc1ccc2c(c1)CCC2
  25%	1.8%	-5%	i	4.8%	46	i	2.6	64	1	0.3	13%
#41 Cc1ccc(S(=O)(=O)/N=C(\c2ccc(F)cc2)n2c(C)nc3ccccc32)cc1
  5%	1.8%	11%	i	1.0%	51	i	0.8	48	1.1	0.7	2%
#42 CCC1=Nc2cc(C(=O)NCCN3CCOCC3)ccc2Sc2ccc(C)cc21
  0%	-1.4%	-6%	i	-0.1%	25	i	-0.4	67	x	0.0	x
#43 COCCCN(C(=O)c1cccnc1SC)c1c(N)n(Cc2ccccc2)c(=O)[nH]c1=O
  -6%	2.2%	-1%	i	0.7%	38	i	-1.9	84	1.1	1.1	2%
